TEAD-YAP inh – TEAD-YAP interaction inhibition. HEK-TIYL cells, TEAD-Gal4/YAP UAS-luciferase luminescence. 640,000 tested, 1.4% active. inhibition, % at 9.12 µM; in the data active means inhibition above about 32%;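 further: 0% = median of test compound wells and 100% = reference inhibitor wells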
GPR151 ag – activates the human receptor GPR151 | PathHunter beta-arrestin GPR151 cells, luminescence | activation, % at 11.2 µM | 650,000 tested, 1% active | Q8TDV0; in the data active means activation above about 4.9%;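 further: 0% = median of compound wells and 100% = cells with positive control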
Target sequence (Q8TDV0 whole entry, looked up): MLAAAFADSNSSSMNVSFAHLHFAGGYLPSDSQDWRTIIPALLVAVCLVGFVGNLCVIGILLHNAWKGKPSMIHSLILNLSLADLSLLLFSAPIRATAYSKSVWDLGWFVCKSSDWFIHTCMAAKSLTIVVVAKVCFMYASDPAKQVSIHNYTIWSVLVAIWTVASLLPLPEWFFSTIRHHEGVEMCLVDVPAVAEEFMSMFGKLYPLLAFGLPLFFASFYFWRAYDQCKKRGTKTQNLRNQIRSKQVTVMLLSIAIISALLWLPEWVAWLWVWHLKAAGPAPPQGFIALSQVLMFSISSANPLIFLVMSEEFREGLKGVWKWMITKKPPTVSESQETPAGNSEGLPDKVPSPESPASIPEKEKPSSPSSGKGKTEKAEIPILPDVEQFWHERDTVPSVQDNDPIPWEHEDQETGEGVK
FBW7 act – human FBW7 E3 ligase activation, primary screen | AID 1259310 | normalized activity (activation), % at 26.1 µM | AlphaScreen FBW7–phospho-cyclin E peptide binding, activator screen | 650,000 tested, 0.13% active | Q969H0; in the data active means normalized activity above about 1.9%;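 further: purified mutant Fbw7 with reduced substrate affinity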
Target sequence (Q969H0 whole entry, looked up): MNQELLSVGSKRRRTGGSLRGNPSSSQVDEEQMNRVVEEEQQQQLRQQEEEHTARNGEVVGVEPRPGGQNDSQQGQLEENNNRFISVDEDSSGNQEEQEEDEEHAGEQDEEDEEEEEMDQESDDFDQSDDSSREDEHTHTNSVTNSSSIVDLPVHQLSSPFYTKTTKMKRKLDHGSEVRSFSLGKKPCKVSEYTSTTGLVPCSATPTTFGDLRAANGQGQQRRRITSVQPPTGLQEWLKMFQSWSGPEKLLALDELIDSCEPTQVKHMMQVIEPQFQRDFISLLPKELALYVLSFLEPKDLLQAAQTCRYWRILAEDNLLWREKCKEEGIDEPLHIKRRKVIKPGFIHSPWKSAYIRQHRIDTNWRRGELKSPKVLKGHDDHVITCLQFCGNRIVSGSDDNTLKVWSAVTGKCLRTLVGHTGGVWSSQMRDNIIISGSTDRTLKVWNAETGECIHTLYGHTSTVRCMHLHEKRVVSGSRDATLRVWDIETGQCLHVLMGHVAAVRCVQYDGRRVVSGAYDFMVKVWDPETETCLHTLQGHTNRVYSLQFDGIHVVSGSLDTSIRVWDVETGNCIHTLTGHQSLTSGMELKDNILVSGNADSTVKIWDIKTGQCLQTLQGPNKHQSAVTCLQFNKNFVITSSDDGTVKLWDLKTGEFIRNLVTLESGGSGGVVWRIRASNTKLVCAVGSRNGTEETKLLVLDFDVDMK
MITF primary – blocks human microphthalmia-associated transcription factor; AlphaScreen MITF homodimerization, bead proximity signal; inhibition, % at 2.6 µM; 650,000 tested, 0.91% active; in the data active means inhibition above about 50%;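 further: 0% = vehicle wells with protein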
An asterisk follows results filed as active; & = joins results of further samples.

SMILES	TEAD-YAP inh	GPR151 ag	FBW7 act	MITF primary
CCOc1nc(NC2CCCC2)nc(N2CCC(C)CC2)n1	3	0.8	-0.2	2
O=C(O)c1cc(Cl)c(Cl)cc1C(=O)NCCc1ccccc1	-2	0.8	0.1	20
O=C(Nc1ccc(NC(=O)c2ccccc2Cl)cc1)c1ccc(Cl)c([N+](=O)[O-])c1	4	4.5	-0.2	-4
CN(C)CCCNC(=O)Cn1cc(Cl)c([N+](=O)[O-])n1	8	-0.2	0.1	10
O=C(Nc1ccccc1Cl)c1ccc(F)c(S(=O)(=O)NCc2ccc(F)cc2)c1	9	1.5	0.5	12
NS(=O)(=O)c1ccc(CNc2nccn3c(-c4cccc5ccccc45)cnc23)cc1	-3	1.0	0.1	-20
OC(Cn1cnc(-c2ccccc2)c1-c1ccccc1)Cn1c2ccc(Cl)cc2c2cc(Cl)ccc21 (centres undefined)	7	-0.4	0.0	-8
Cc1c(N2C(=O)C(C)(C)SC2=S)c(=O)n(-c2ccccc2)n1C	-1	1.1	-0.2	1
Cc1ccccc1NC(=O)COc1ccc(S(=O)(=O)NC2CCCCC2)cc1	8	0.0	0.0	8
CCCCc1ccc(Nc2ccc3ncnc4c3c2C(=O)c2ccccc2-4)cc1	12	-0.3	0.1	2
COc1ccccc1/C=C/CN1CCN(Cc2ccccc2)CC1	-2	-0.5	0.1	38
N#CN=C1CCCN1CC(=O)c1ccccc1	-2	-0.1	0.4	14
CSc1ccccc1NC(=O)c1cc(=O)c(OCc2ccccc2)c[nH]1	-4	0.9	-0.1	7
CC1=C(C(=O)OC2CCCCCC2)C(c2cccc([N+](=O)[O-])c2)CC(=O)N1 (centres undefined)	-6	-0.7	0.2	-4
CCCCNC(=O)OC(C)CNC(=O)COc1ccccc1 (centres undefined)	10	0.0	-0.2	-3
O=C(Nc1cc(Br)ccc1O)C1CC(c2ccccc2F)=NO1 (centres undefined)	-10	0.1	0.1	-7
O=C(Nc1ccc(Oc2ccccc2)cc1)c1cc(Br)ccc1Cl	21	0.1	0.0	-4
Cc1ccc([N+](=O)[O-])cc1S(=O)(=O)N1CCN(c2c(C)cccc2C)CC1	5	0.1	-0.1	7
O=c1[nH]c(SCc2cccc([N+](=O)[O-])c2)nc2ccccc12	-2	-1.3	0.0	14
Cc1ccccc1NC(=O)C(=O)Nc1ccc2nc3n(c(=O)c2c1)CCCCC3	-6	0.3	0.1	14
O=C(NC1CCCCC1)c1ccc2c(=O)n(-c3ccccc3)c(SCc3cccc(Cl)c3)nc2c1	3	-0.3	0.2	22
CC(C)(C)C(=O)COC(=O)/C=C/c1ccc(F)cc1	4	-0.3	0.1	5
Cc1cccc(C(=O)Nc2ccc(N3CCN(C(=O)C(C)C)CC3)cc2)c1	-5	0.4	0.0	-10
CCN1CCN(C(c2ccccc2)c2sc3ncnn3c2O)CC1 (centres undefined)	5	1.2	-0.3	-16
Nc1cccc(-c2cnn3ccc(NCc4cccnc4)nc23)c1	-1	0.0	0.4	15

New compounds follow
SMILES	TEAD-YAP inh	GPR151 ag	FBW7 act	MITF primary
O=C(O)c1c2c(nc3ccccc13)CCCC2	-3	-0.5	0.0	-4
Cc1cccc(OC(C)C(=O)Nc2cccc(F)c2)c1 (centres undefined)	1	-0.6	-0.1	-14
O=C(Nc1ccc2c(c1)CCC2)C1CC(O)CN1C(=O)Nc1ccccc1 (centres undefined)	-10	-1.7	1.1	27
N#Cc1c(-c2ccccc2)cc(-c2ccccc2)nc1SCC(O)CS(=O)(=O)Cc1ccc(Cl)cc1 (centres undefined)	8	-0.9	0.9	15
O=C(Nc1ccc(Cl)cc1)NN1C(=O)c2ccccc2C1=O	-3	1.3	0.0	-1
COc1cc(N)c(Cl)cc1C(=O)OCC(=O)N(Cc1ccccc1)C(C)(C)C	-4	-0.4	-0.2	-12
CCOC(=O)c1c(NC(=O)c2ccc(-c3cc(Cl)ccc3Cl)o2)sc2c1CCCC2	-3	1.4	0.3	-10
O=C(ON1C(=O)c2ccccc2C1=O)c1ccc(NC(=O)c2ccco2)cc1	0	-1.0	-0.2	-1
O=[N+]([O-])c1cccc(S(=O)(=O)N2CCSC2c2ccccc2)c1 (centres undefined)	-9	0.3	0.0	22
O=C(Nc1ccc(F)c(Cl)c1F)c1cc(=O)n(Cc2ccccc2)c(=O)[nH]1	1	-1.2	0.2	8
COc1ccc(CCNc2cc(N3CCN(C(=O)c4ccc(Cl)cc4)CC3)ccc2[N+](=O)[O-])cc1OC	-4	-0.7	-0.1	-1
CCC(O)CNC(=O)c1sc2ncnc(N3CCCCC3)c2c1C (centres undefined)	9	0.1	-0.1	5
O=C(CSc1ccc(-c2ccc3c(c2)OCO3)nn1)N1CCCCC1	-3	-2.2	-0.3	-10
Cc1nc2c(-c3ccccn3)cnn2c(C)c1Cc1ccc(Cl)nc1	11	1.5	0.0	4
CC(C)C(=O)Oc1ccc(/C=C/c2ccccn2)cc1	15	-9.0	0.7	14
O=c1c2c3c(sc2ncn1Cc1cccc([N+](=O)[O-])c1)CCCC3	8	0.9	0.1	3
OC1(c2ccc(F)cc2)CSC2=NCCN21 (centres undefined)	-16	-0.1	0.1	16
Cc1sc2nc(CN3CCOCC3)nc(N3CC=C(c4ccccc4)CC3)c2c1C	-1	1.9	-0.3	-1
Cc1[nH]n2c(=O)cc(C(C)C)nc2c1-c1ccc(F)cc1	6	-1.1	-0.1	-2
CC(=O)N(Cc1ccc(F)cc1)C1=C(NCCc2ccccc2)C(=O)c2ccccc2C1=O	60*	2.4	-0.3	15
CCOc1ccccc1NC(=O)NCC1(O)CCCC1	0	-0.8	0.8	17
COc1ccc(CCN2C(=O)C(C)C(Cc3ccc(C)cc3)C2=O)cc1OC (centres undefined)	0	2.1	0.0	14
COc1ccc(N2CCN(c3ncnc4sc(C(=O)Nc5ccc(C)cc5)c(C)c34)CC2)cc1	3	-0.6	0.3	6
CCCNC(=O)NC(=O)COC(=O)CC(NC(N)=O)c1ccc(Cl)cc1 (centres undefined)	2	2.0	0.3	4
CC1(C)OC(=O)C(=CNc2ccccc2F)C(=O)O1	5	1.0	0.2	11

The listing continues.
SMILES	TEAD-YAP inh	GPR151 ag	FBW7 act	MITF primary
CC(Oc1cccc(Br)c1)C(=O)Nc1ccc2c(c1)OCO2 (centres undefined)	0	5.4*	0.0	9
COC(=O)c1c[nH]n2c(NC3CCC(C)CC3)c(-c3ccc(F)cc3)nc12 (centres undefined)	-4	-0.3	-0.1	3
O=C(CCC(=O)N(CC(=O)NC1CCCCC1)C1CCCC1)Nc1nccs1	3	-0.9	0.3	9
O=C(COc1ccc(Cl)cc1)Nc1ccc(-c2nc3cc(Cl)ccc3o2)c(O)c1	-51	-0.4	0.0	-4
CC(=O)n1cc(/C=c2/sc3nc4cc(C)c(C)cc4n3c2=O)c(-c2ccccc2)n1	4	-0.5	-0.2	-7
CCN=Cc1c(O)n(-c2ccc(Cl)cc2)c(=O)[nH]c1=O	0	-1.1	-0.1	-7
CCCCCOC(=O)C1=C(C)NC(=O)NC1c1ccc(OC)cc1 (centres undefined)	-5	-1.8	-0.2	3
O=C(O)C/C(=C\c1cccs1)c1nc2ccccc2s1	-2	1.1	-0.1	-1
COc1cc2nc(Nc3ccncn3)nc(NCc3cccc(C(F)(F)F)c3)c2cc1OC	-19	-1.3	-0.1	2
CC(=O)Oc1cccc(C(=O)Nc2ccccc2Br)c1	15	-1.2	-0.2	-12
Cc1cc(NC(=O)COC(=O)CCNS(=O)(=O)c2cccc(Cl)c2)no1	5	-0.1	0.0	2
CCOC(=O)C1=C(C)N=c2s/c(=C\c3cc(OC)c(OCc4ccccc4)cc3[N+](=O)[O-])c(=O)n2C1c1ccc2c(c1)OCO2 (centres undefined)	-15	-0.7	-0.1	2
CCCCOC(=O)c1cc(-c2ccc(/C=C3\C(=O)N(c4ccc(Cl)c(C(=O)O)c4)N=C3C)o2)ccc1Cl	-2	-0.5	0.1	-4
COc1cccc(OC)c1C(=O)Oc1ccc2ccc(=O)oc2c1	6	-1.0	0.3	11
COc1cc(/C=C(/C#N)C(N)=S)c(Br)cc1O	-5	4.6	0.1	24
O=C(/C=C/c1cccc([N+](=O)[O-])c1)Nc1cccc(Cl)c1Cl	-3	-0.6	0.0	-5
FC(F)(F)c1cccc(CNc2nc(Nc3ccc4ncccc4c3)nc3nc[nH]c23)c1	-8	-0.8	0.1	15
Cc1ccccc1OCC(O)COc1ccc(N2C(=O)c3ccccc3C2=O)cc1 (centres undefined)	20	-0.8	-0.1	13
CC[C@@H]1NC(=O)[C@@H]2C[C@H](NC(=O)c3cccc4ccccc34)CN2C1=O	5	-0.1	-0.1	11
CCOc1cc(C(=O)O)cc(Br)c1OCC(N)=O	-2	-0.9	0.1	-13
COc1ccc(C2CC(=O)c3cnc(N4CCc5ccccc54)nc3C2)c(OC)c1 (centres undefined)	-6	-1.5	0.0	-5
CCOc1ccc(-n2c(SCC(=O)Nc3ccccc3)nnc2-c2ccncc2)cc1	-4	-1.0	-0.1	25
CCOc1cc(C2C(C(=O)OC)C(=O)CC(C)(O)C2C(=O)OC)ccc1O (centres undefined)	-2	-0.9	0.2	-5
CCC(C)NC(=O)c1sc2ncnc(N3CCN(c4ccccc4OC)CC3)c2c1C (centres undefined)	-2	0.7	0.0	-2
Cc1ccc2c(c1)-c1onc(C(=O)N3CCCCC3)c1CO2	-58	-0.6	0.0	-1

19 successive records already listed, quoted:
SMILES	TEAD-YAP inh	GPR151 ag	FBW7 act	MITF primary
CCCCCOC(=O)C1=C(C)NC(=O)NC1c1ccc(OC)cc1 (centres undefined)	-5	-1.8	-0.2	3
O=C(O)C/C(=C\c1cccs1)c1nc2ccccc2s1	-2	1.1	-0.1	-1
COc1cc2nc(Nc3ccncn3)nc(NCc3cccc(C(F)(F)F)c3)c2cc1OC	-19	-1.3	-0.1	2
CC(=O)Oc1cccc(C(=O)Nc2ccccc2Br)c1	15	-1.2	-0.2	-12
Cc1cc(NC(=O)COC(=O)CCNS(=O)(=O)c2cccc(Cl)c2)no1	5	-0.1	0.0	2
CCOC(=O)C1=C(C)N=c2s/c(=C\c3cc(OC)c(OCc4ccccc4)cc3[N+](=O)[O-])c(=O)n2C1c1ccc2c(c1)OCO2 (centres undefined)	-15	-0.7	-0.1	2
CCCCOC(=O)c1cc(-c2ccc(/C=C3\C(=O)N(c4ccc(Cl)c(C(=O)O)c4)N=C3C)o2)ccc1Cl	-2	-0.5	0.1	-4
COc1cccc(OC)c1C(=O)Oc1ccc2ccc(=O)oc2c1	6	-1.0	0.3	11
COc1cc(/C=C(/C#N)C(N)=S)c(Br)cc1O	-5	4.6	0.1	24
O=C(/C=C/c1cccc([N+](=O)[O-])c1)Nc1cccc(Cl)c1Cl	-3	-0.6	0.0	-5
FC(F)(F)c1cccc(CNc2nc(Nc3ccc4ncccc4c3)nc3nc[nH]c23)c1	-8	-0.8	0.1	15
Cc1ccccc1OCC(O)COc1ccc(N2C(=O)c3ccccc3C2=O)cc1 (centres undefined)	20	-0.8	-0.1	13
CC[C@@H]1NC(=O)[C@@H]2C[C@H](NC(=O)c3cccc4ccccc34)CN2C1=O	5	-0.1	-0.1	11
CCOc1cc(C(=O)O)cc(Br)c1OCC(N)=O	-2	-0.9	0.1	-13
COc1ccc(C2CC(=O)c3cnc(N4CCc5ccccc54)nc3C2)c(OC)c1 (centres undefined)	-6	-1.5	0.0	-5
CCOc1ccc(-n2c(SCC(=O)Nc3ccccc3)nnc2-c2ccncc2)cc1	-4	-1.0	-0.1	25
CCOc1cc(C2C(C(=O)OC)C(=O)CC(C)(O)C2C(=O)OC)ccc1O (centres undefined)	-2	-0.9	0.2	-5
CCC(C)NC(=O)c1sc2ncnc(N3CCN(c4ccccc4OC)CC3)c2c1C (centres undefined)	-2	0.7	0.0	-2
Cc1ccc2c(c1)-c1onc(C(=O)N3CCCCC3)c1CO2	-58	-0.6	0.0	-1

Next section
SMILES	TEAD-YAP inh	GPR151 ag	FBW7 act	MITF primary
CNC(=S)Nc1ccc([N+](=O)[O-])c(C)c1	-7	0.6	-0.1	3
CCOC(=O)c1ccc(-c2ccc(/C=C(/C#N)C(=O)N3CCCCC3)o2)cc1	-20	1.3	0.1	4
CN(C)/C=C1\C(=O)N(C)N=C1c1ccccc1O	1	-0.9	-1.0	-8
CC1(C)CC(N2CCCC2)=CC(=[N+]2CCCCC2)C1	70*	0.4&-1.5	0.4&0.3	20&19
COc1ccccc1C1SCCN1S(=O)(=O)c1ccc(-c2ccccc2)cc1 (centres undefined)	13	-0.8	-0.1	9
CCC(Sc1nc2ccccc2c(=O)n1CCCC(=O)NCc1ccco1)C(=O)NCc1ccco1 (centres undefined)	9	2.9	0.1	2
Cc1ccccc1N(CC(=O)NC(C)(C)C)S(=O)(=O)c1ccccc1	1	-0.9	0.2	17
Cc1nn(C)c(C)c1-c1nc2ncnc(NCCc3ccc(O)cc3)c2[nH]1	-2	0.1	-0.1	-4
N#Cc1c(NC(=O)Nc2ccc([N+](=O)[O-])cc2)sc2c1CCCCC2	-10	2.2	0.1	-11
CC1=C(C(=O)OCC2CCCO2)C(c2coc3ccccc3c2=O)C2=C(CC(c3cccs3)CC2=O)N1 (centres undefined)	-5	-0.8	0.2	50
O=c1c(=O)n(Cc2cccc(C(F)(F)F)c2)ccn1CCc1ccccc1	8	-0.1	0.2	3
CC1=C(C(=O)Nc2ccc(Br)cc2)C(c2ccccc2O)NC(=O)N1 (centres undefined)	-2	0.2	1.6	-1
Cc1ccc(S(=O)(=O)NC(=O)NCC2CCCO2)cc1 (centres undefined)	1	-0.9	0.1	-12
O=C(NCCc1ccccc1)C1C2C=CC3(CN(Cc4cccs4)C(=O)C13)O2 (centres undefined)	7	-0.6	0.2	-3
Cc1ccc(S(=O)(=O)NC(CC(=O)NCc2ccc3c(c2)OCO3)c2ccco2)cc1 (centres undefined)	-2	-0.5	-0.2	3
CCCCC(C(=O)Nc1c(C)cccc1C)N1C(=O)c2ccccc2C1=O (centres undefined)	3	-1.3	-0.1	6
